# CHT PAM: CHT positive allosteric modulators, primary screen, cell-based, membrane potential dye, choline EC20 | CHT-expressing cells; active compounds read high; LV-AA mutant CHT in HEK293 cells | 0.49% of 310,000 active | B-score at 10 µM;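 active means initial fluorescence not abnormally high and integrated response B-score, plate-corrected, over 3 SD above library mean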
# Target sequence (Q9GZV3 whole entry, looked up): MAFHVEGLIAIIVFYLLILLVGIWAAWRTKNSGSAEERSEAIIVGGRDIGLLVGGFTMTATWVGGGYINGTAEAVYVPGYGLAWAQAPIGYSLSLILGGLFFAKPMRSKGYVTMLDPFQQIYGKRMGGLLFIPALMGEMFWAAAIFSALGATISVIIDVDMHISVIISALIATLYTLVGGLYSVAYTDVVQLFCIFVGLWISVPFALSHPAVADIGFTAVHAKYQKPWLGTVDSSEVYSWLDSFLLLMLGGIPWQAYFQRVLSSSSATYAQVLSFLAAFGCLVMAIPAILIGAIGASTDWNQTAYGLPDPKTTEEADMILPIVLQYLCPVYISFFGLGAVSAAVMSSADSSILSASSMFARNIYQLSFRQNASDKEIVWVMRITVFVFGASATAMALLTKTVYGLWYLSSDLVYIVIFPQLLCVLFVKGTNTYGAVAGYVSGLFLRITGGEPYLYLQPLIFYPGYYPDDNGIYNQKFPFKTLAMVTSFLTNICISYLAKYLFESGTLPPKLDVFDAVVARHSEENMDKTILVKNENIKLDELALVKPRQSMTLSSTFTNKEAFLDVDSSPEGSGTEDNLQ
# OX1R antag: OX1R (HCRTR1) antagonists, primary screen, fluorescence, CHO/OX1R cells, Fluo-8 calcium, orexin A | AID 434989, 2010 | Orexin/Hypocretin receptor type 1 (Homo sapiens), O43613 | 0.43% of 330,000 active | Fluo-8 calcium fluorescence | inhibition, % at 5 µM;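 active means inhibition above its plate's threshold, mean inhibition of all tested compounds on the plate plus 3 SD, cut at about 37% in these data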;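 further: 0% = orexin A challenge wells and 100% = SB-334867-A antagonist wells; not every result past the cut was called active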
# Target sequence (O43613 whole entry, looked up): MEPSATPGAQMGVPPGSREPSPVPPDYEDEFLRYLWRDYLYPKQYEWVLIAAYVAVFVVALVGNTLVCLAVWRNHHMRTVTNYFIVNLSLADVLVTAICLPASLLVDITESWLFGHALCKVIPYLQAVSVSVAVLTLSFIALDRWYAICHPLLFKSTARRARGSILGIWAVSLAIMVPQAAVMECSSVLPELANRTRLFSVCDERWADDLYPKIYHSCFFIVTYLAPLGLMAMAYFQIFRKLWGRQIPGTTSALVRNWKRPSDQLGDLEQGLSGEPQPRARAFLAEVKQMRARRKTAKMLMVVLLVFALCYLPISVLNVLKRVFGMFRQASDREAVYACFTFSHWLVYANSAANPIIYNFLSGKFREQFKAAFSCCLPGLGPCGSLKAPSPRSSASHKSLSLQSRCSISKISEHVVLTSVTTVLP
# An asterisk follows results filed as active; i = inactive; / = not tested or not shown.
no.	SMILES	CHT PAM	OX1R antag
1	Cc1cc(C)cc(N(CC(=O)NC2CCCCC2)C(=O)c2csnn2)c1	i	-15
2	CCOc1cc(-c2noc(-c3cccnc3)n2)ccc1OC	i	-18
3	COC(=O)C1=C(C)Nc2ncnn2C1c1ccc(OCc2ccccc2)cc1 (configuration not stated)	i	-4
4	COC(=O)c1cc(S(=O)(=O)Nc2cc(OC)cc(OC)c2)c[nH]1	i	-7
5	O=C1CCCC/C1=C\Nc1ccc(O)cc1	i	-15
6	COc1ccc(OC)c(-c2nc(CN3CCCCC3c3cccnc3)c(C)o2)c1 (configuration not stated)	i	-20
7	Cc1cc2nnn(-c3nnc(-c4ccccc4)c4ccccc34)c2cc1C	i	-19
8	COCc1nc2sc3c(c2c(=O)[nH]1)CCCC3	i	-7
9	Oc1ccc(CNc2ccccc2)c2cccnc12	i	-4
10	O=C(CN1CCN(Cc2ccccc2)CC1)Nc1ccc([N+](=O)[O-])cc1C(=O)Nc1ccccc1F	i	-42
11	CCCCC[C@H]1CN(Cc2ccccc2)C(=O)[C@@H]1CC(=O)NCc1ccc(OC)cc1	i	-32
12	CCc1nnc(NC(=O)c2ccc(OC)cc2)s1	i	-4
13	COCCN=c1scc(-c2ccco2)n1/N=C/c1ccc(O)c(O)c1O	i	-10
14	Cc1ccc(S(=O)(=O)N(C)CC(=O)OCC(=O)c2ccc3c(c2)NC(=O)CO3)cc1	/	-19
15	CSc1nnc(CNC(=O)C23CC4CC(CC(C4)C2)C3)n1Cc1ccccc1	i	-9
16	CCCCCCCCCCCC(=O)N/N=C/c1ccco1	i	-23
17	CCOC(=O)CSc1nc2c(sc(=S)n2Cc2ccco2)c(=O)n1-c1ccc(F)cc1	i	-9
18	CC(=O)C1=C(O)C(=O)N(CCN2CCOCC2)C1c1ccc(N(C)C)cc1 (configuration not stated)	i	-20
19	COc1ccc(CC(=O)N2N=C(C)CC2(O)c2cccnc2)cc1 (configuration not stated)	i	-17
20	Cc1cccc(OCCCC(=O)Nc2ccc(S(=O)(=O)Nc3onc(C)c3C)cc2)c1C	i	-14

# Part of the list above, field by field.
[9] Oc1ccc(CNc2ccccc2)c2cccnc12
  CHT PAM: i; OX1R antag: -4
[2] CCOc1cc(-c2noc(-c3cccnc3)n2)ccc1OC
  CHT PAM: i; OX1R antag: -18
[14] Cc1ccc(S(=O)(=O)N(C)CC(=O)OCC(=O)c2ccc3c(c2)NC(=O)CO3)cc1
  CHT PAM: /; OX1R antag: -19
[16] CCCCCCCCCCCC(=O)N/N=C/c1ccco1
  CHT PAM: i; OX1R antag: -23

# Next records follow:
no.	SMILES	CHT PAM	OX1R antag
21	O=C(NC1CCCC1)c1ccc([N+](=O)[O-])s1	i	-33
22	COC(=O)c1ccccc1NC(=O)C(=O)NCc1ccncc1	i	-17
23	Cc1cc(C(=O)N/N=C/c2ccc(O)c([N+](=O)[O-])c2)c(C)n1-c1ccc(F)cc1	i	-21
24	CC(C)OCCCNC(=O)Cn1nc(-c2ccccc2)ccc1=O	i	-8
25	CCOC(=O)COc1nc(OC)nc(N2CCOCC2)n1	i	-2
26	Cc1c(Cl)cccc1NC(=S)NCC(C)C	i	-16
27	O=C(c1ccc(S(=O)(=O)N2CCOCC2)cc1)N(Cc1ccco1)Cc1cccs1	i	-19
28	CCNc1nc(NCC)n2c(SCC(=O)Nc3cc(OC)ccc3OC)nnc2n1	i	-16
29	COc1ccc(C(=S)N2CCN(C)CC2)cc1	i	-5
30	CCc1ccccc1NC(=O)C1CCN(S(C)(=O)=O)CC1	i	-2
31	N/C(=N\OC(=O)CCCOc1ccccc1)c1cccc([N+](=O)[O-])c1	i	-7
32	O=C(c1ccco1)N(Cc1ccc(Cl)cc1)C1CCS(=O)(=O)C1 (configuration not stated)	i	0
33	CCc1cccc2c(-c3csc(=NC)n3C)c[nH]c12	i	-26
34	COc1ccc(N(C(=O)CNC(=O)c2ccco2)C(C(=O)NC2CCCC2)c2ccco2)cc1 (configuration not stated)	i	-25
35	CCCn1c(=O)c2ccccc2n2c(SCc3nnc(-c4ccccc4Br)o3)nnc12	i	-22
36	COc1ccc(N2CCN(C(=O)c3cc(C)oc3C)CC2)cc1	i	-5
37	CCNC(=O)c1c(C)nc2ccccn12	i	5
38	O=C(Nc1ccc(S(=O)(=O)Nc2ncccn2)cc1)c1ccccc1NS(=O)(=O)c1ccc(Cl)cc1	i	-7
39	CC(C)OC(=O)CSc1nc(-c2ccc(F)cc2)nc2ccc(F)cc12	i	-20
40	C/C(CCN1CCCCc2nc(C)c(C)cc21)=N\O[C@H](C)c1cn([C@H](CO)Cc2ccccc2)nn1	i	-21
41	COc1ccc(S(=O)(=O)N2CCCCCC2)cc1C(=O)OCc1cccc(OC)c1OC	i	-32
42	COc1ccc(-c2nnc(SCC(=O)N3CCOCC3)o2)cc1	i	-24
43	COc1ccc(OC)c(S(=O)(=O)n2nnc3ccccc32)c1	i	-21
44	Cc1nc2c(C)cccn2c1C(=O)N/N=C/c1ccccc1[N+](=O)[O-]	i	4
45	COc1ccc(Cn2nnnc2C(C(C)C)N2CCN(c3ccccc3OC)CC2)cc1 (configuration not stated)	i	-27
46	O=C(Nc1c2c(nc3c1CCC3)CCCC2)c1ccccn1	i	-16
47	Cc1cc(C)cc(C(=O)NC(CC(N)=O)c2ccc(N3CCN(C)CC3)c([N+](=O)[O-])c2)c1 (configuration not stated)	i	-18
48	CC1=C(C(=O)N2CCOCC2)C(c2ccc(Cl)cc2)NC(=S)N1 (configuration not stated)	i	-5
49	COc1ccc(CCNC(=O)C2Cc3ccccc3C(=O)O2)cc1 (configuration not stated)	i	-12
50	CC(OC(=O)CNC(=O)c1sc2ccccc2c1Cl)C(=O)NC1(C#N)CCCCC1 (configuration not stated)	/	-12
51	CC(=O)NC(Cc1ccccc1C)C(=O)NC1CCN(C(=O)c2cccc(C)c2)CC1 (configuration not stated)	i	-20
52	O=C(Nc1nnc(Cc2ccccc2)s1)c1ccco1	i	-4
53	COc1cc(/C=N\NC(=O)c2c(C)nc3cc(C)ccn23)ccc1O	i	-25
54	CCCC(C(=O)NC1CCCC1)N(CCN(CC)CC)C(=O)c1snc(C(N)=O)c1N (configuration not stated)	i	-15
55	CN(c1ccc(C(=O)Nc2ccccc2C(=O)N2CCOCC2)cc1)S(C)(=O)=O	i	2
56	Cc1ccccc1C(=O)Nc1cccc(NC(=O)c2cccnc2)c1	i	-12
57	CC(=O)c1cc(C#N)c(SCc2ccc([N+](=O)[O-])cc2)nc1C	i	-11
58	COc1cc(C2C(C#N)=C(N)N(Nc3ccccc3)C3=C2C(=O)CC(C)(C)C3)ccc1OCc1cccc(F)c1 (configuration not stated)	i	-15
59	Cc1ccc(NC(=O)c2cc3ccccc3o2)cc1	i	-16
60	Cc1ccc(OC(=O)c2oc3ccc(F)cc3c2C)c(C)c1	i	-15
61	O=C(CNCC1CCCCC1)Nc1ccccc1N1CCCCC1	i	-40
62	CCCC(=O)Nc1ccc(-c2nc3cc(C)c(C)cc3o2)c(O)c1	i	-18
63	Cc1[nH]n(-c2nc(-c3ccccc3)cc(=O)[nH]2)c(=O)c1CCO	i	-2
64	Cc1c(NC(=O)OCCSc2nc(N(C)C)nc(N(C)C)n2)sc(=S)n1C	i	-20
65	CCOC(=O)c1sc(=S)n(-c2ccccc2)c1NC(C)=O	i	2
66	CC1CC(C)CN(S(=O)(=O)c2ccc(C(=O)NNC(=O)c3ccccc3F)cc2)C1 (configuration not stated)	/	-5
67	O=C(NOCc1ccccc1)c1coc(-c2ccccc2)n1	/	-1
68	O=C(NC1CCCC1)C1CC(=O)N(c2ccc(F)cc2)C1 (configuration not stated)	i	-10
69	N#CCCN(C(=O)COC(=O)c1ccc(S(=O)(=O)Nc2ccccc2)cc1)c1ccccc1	i	17
70	COc1ccccc1CNC(=O)C1CCN(C(=O)[C@@H]2Cc3ccccc3CN2)CC1	i	-22
71	CCOc1ccc(CN(C)CC(=O)Nc2cccc(S(=O)(=O)N(C)c3ccccc3)c2)cc1	i	-29
72	Cc1cccc(Oc2cc(N)cc([N+](=O)[O-])c2)c1	i	-8
73	CCCCN(C)C(=O)c1cc2cc3ccc(OC)cc3nc2o1	i	-21
74	O=C(COC(=O)[C@H](Cc1ccccc1)N1C(=O)c2ccccc2C1=O)Nc1ccc2c(c1)OCO2	i	-1
75	CC(=O)Nc1c(C(=O)N2CCOCC2)cnn1-c1ccc(C)c(C)c1	i	1
76	CCC(=O)Nc1ccc(-c2cc(-c3ccccc3)nc(-c3ccc(NC(=O)CC)cc3)n2)cc1	i	-22
77	NC(=O)c1c(NC(=O)c2cc3ccccc3o2)sc2c1CCC2	i	22
78	CCN1C(=O)c2cccc3c(S(=O)(=O)NC(Cc4c[nH]c5ccccc45)C(=O)O)ccc1c23 (configuration not stated)	i	-7
79	CC(C)CN1CCN(Cc2ccc3ncccc3c2)CC1CCO (configuration not stated)	i	-13
80	O=C(NCCc1c[nH]c2ccccc12)c1cc(Cl)c2c(c1)OCO2	i	-12

# Three compounds out of the list, sorted by count of non-hydrogen atoms, highest first.
no.	SMILES	CHT PAM	OX1R antag
78	CCN1C(=O)c2cccc3c(S(=O)(=O)NC(Cc4c[nH]c5ccccc45)C(=O)O)ccc1c23 (configuration not stated)	i	-7
66	CC1CC(C)CN(S(=O)(=O)c2ccc(C(=O)NNC(=O)c3ccccc3F)cc2)C1 (configuration not stated)	/	-5
62	CCCC(=O)Nc1ccc(-c2nc3cc(C)c(C)cc3o2)c(O)c1	i	-18

# Following part.
no.	SMILES	CHT PAM	OX1R antag
81	COc1ccc(NC(=O)c2cc(S(=O)(=O)N3CCCCC3)c[nH]2)c(OC)c1	i	-2
82	O=C(Nn1cnc2ccccc2c1=O)c1ccc([N+](=O)[O-])cc1Cl	i	0
83	CC(C)C12CN3CC(C(C)C)(CN(C1)C3c1ccc3c(c1)OCO3)C2=O (configuration not stated)	i	-20
84	O=C(C1CCN(S(=O)(=O)N2CCOCC2)CC1)N1CCN(Cc2ccccc2)CC1	i	-13
85	Cc1ccc(NC(=O)CN2C(=O)S/C(=C\c3cccn3-c3cccc(C(=O)O)c3)C2=O)c(C)c1	i	-9
86	Cn1cnc([N+](=O)[O-])c1N=C(N)N	i	-1
87	Cc1ccc(S(=O)(=O)N2CCOCC2)cc1C(=O)OCC(=O)Nc1ccc2c(c1)OCO2	i	-6
88	CSCC(=O)Nc1cc(C)on1	i	-13
89	CC(C)NC(=O)C(=O)Nc1cc2c3c(c1)CCC(=O)N3CCC2	i	-14
90	Cc1ccc2nc(C3CCN(C(=O)NCc4ccccc4)CC3)[nH]c2c1	i	-31
91	Cc1ccc(NC(=O)N2CCC(c3nc4c(nnn4Cc4c(F)cccc4Cl)c(=O)[nH]3)CC2)cc1	i	-49
92	CSc1ccc(/C=C/C(=O)OCC(=O)N2CCc3ccccc32)cc1	/	-4
93	CC1CCCCN1C(=O)C12CCC(C)(/C(=N/O)C1)C2(C)C (configuration not stated)	i	-5
94	COc1ccc(NC(=O)CN(C)C(=O)C(Sc2ccccc2)c2ccccc2)cc1 (configuration not stated)	/	-14
95	COc1ccccc1CNC(c1ccccc1)c1ccccc1	i	-43
96	C(#Cc1ccc(C#CCN2CCOCC2)cc1)CN1CCOCC1	i	6
97	COC(=O)C1=C(C)N(Cc2ccccc2)C(=NCC(C)C)N[C@H]1c1ccccc1	i	-6
98	COC(=O)c1ccc(SCc2cnc(Cl)s2)cc1	i	-17
99	COc1cc(C2=Nc3ccc(Br)cc3C(c3ccccc3)N2CC(=O)NN)cc(OC)c1OC (configuration not stated)	i	-24
100	CCc1cc2c(nc1CC)CCN(CC/C(C)=N/O[C@@H](C)c1cc(-c3c(C)cc(C)cc3C)no1)C2	i	-28
101	CC(C)CCNC(=O)CN(C(=O)CCC(=O)Nc1ccccn1)c1ccc(F)c(Cl)c1	i	-26
102	CCOC(=O)c1[nH]c(C)c(C(=O)N2CCN(c3cccc(Cl)c3)CC2)c1C	i	-7
103	O=C1CCC/C1=C/Nc1ccc2c(c1)OCO2	i	0
104	O=C(COC(=O)c1ccco1)Nc1ccc(Cl)cn1	/	-8
105	COc1ccccc1C(CC(=O)N1CCCC1)c1ccc2c(c1)OCO2 (configuration not stated)	i	-7
106	Nc1cc(=O)[nH]c(SCC(=O)Nc2ncc(C(F)(F)F)cc2Cl)n1	i	8
107	Cc1cccc2c1[nH]c1nc(N/N=C\c3ccco3)nnc12	i	3
108	CC(=O)Nc1ccc(N2C(=O)c3cccc(NC(C)=O)c3C2=O)cc1	i	4
109	Cc1sc2nc(SCC(N)=O)n(-c3ccccc3)c(=O)c2c1C	i	-9
110	O=C(CC(=O)NCc1ccccc1)NCc1ccccc1	i	-12
111	Cc1cc(C)nc(Nc2n[nH]c(-c3ccc(C(C)(C)C)cc3)n2)n1	i	-32
112	C[C@H](CO)N1C[C@H](C)[C@@H](CN(C)S(=O)(=O)c2ccc(F)cc2)Oc2c(NC(=O)Nc3ccccc3)cccc2C1=O	/	-5
113	CCCCCCN1C(=O)CC(NC(=O)OCC2c3ccccc3-c3ccccc32)C/C=C\C1C(C)C (configuration not stated)	/	-48
114	COc1cc(S(=O)(=O)N2CCN(C)CC2)c(OC)cc1Br	i	-1
115	Cc1ccc(C)c(OCCC(=O)OCC(=O)N2CCN(S(=O)(=O)c3ccc(Cl)cc3)CC2)c1	i	-8
116	C1CCN(c2nc(N3CCCCC3)nc(N3CCNCC3)n2)CC1	i	-17
117	Cc1ccc(S(=O)(=O)N2CCC(C(=O)O)CC2)cc1C(=O)O	i	-1
118	CCOC(=O)c1nonc1NC(C)=O	i	2
119	Cc1ccc(-c2c3c(=O)n(C)c(=O)n(C)c3cn2Cc2ccccn2)cc1	i	-19
120	CCOC(=O)CC(=O)c1sc2c(c1N)c(=O)[nH]c(=O)n2-c1ccc(OC)cc1	i	-5
